High-throughput results (PubChem BioAssay)
FEN1 inhibitor: human FEN1 inhibition; Potency, µM (series often up to 114 µM), for the others: at the highest dose activity change, negative = inhibition, most hits filed as inhibitors; 0.35% of 390,000 active; Recombinant FEN1 flap cleavage, fluorescence, 15 min; further: nearly all actives have a fitted effect of over 65% in size
Target sequence (P39748 whole entry, looked up): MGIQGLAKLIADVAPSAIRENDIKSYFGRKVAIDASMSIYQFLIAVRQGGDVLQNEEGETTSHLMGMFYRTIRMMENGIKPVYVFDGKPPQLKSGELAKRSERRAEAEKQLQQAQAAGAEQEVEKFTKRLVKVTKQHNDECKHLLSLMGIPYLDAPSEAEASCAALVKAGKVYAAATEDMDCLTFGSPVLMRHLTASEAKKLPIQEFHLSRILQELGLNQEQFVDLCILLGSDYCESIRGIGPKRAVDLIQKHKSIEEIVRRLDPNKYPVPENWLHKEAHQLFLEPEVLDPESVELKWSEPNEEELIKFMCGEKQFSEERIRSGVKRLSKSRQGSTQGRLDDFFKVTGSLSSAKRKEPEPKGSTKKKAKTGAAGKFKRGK
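Read-out was taken twice, immediately and after 15 min, following addition of 50 nM substrate to 10 nM FEN1 that had sat with test compound for 15 min at room temperature. Curves came from a four-parameter Hill model.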
N370S GC: inhibits or activates N370S mutant glucocerebrosidase; Potency, µM (series often up to 59.4 µM), without a hit: top-dose activity change, negative = inhibition, usual class: inhibitors; AID 2101; P04062; N370S GC spleen homogenate, 4MU-glucoside fluorescence; 0.092% of 330,000 active;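 further: 0% = full enzyme activity and -100% = no enzyme basal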
TDP1 block: inhibitors of human tyrosyl-DNA phosphodiesterase TDP1; recombinant TDP1, AlphaScreen DNA substrate cleavage; Potency, µM (doses to about 130 µM), without a hit: top-dose activity change, negative = inhibition, usual class: inhibitors; 0.28% of 350,000 active; AID 485290; further: nearly all actives have a fitted effect of over 40% in size
Target sequence (Q9NUW8 whole entry, looked up): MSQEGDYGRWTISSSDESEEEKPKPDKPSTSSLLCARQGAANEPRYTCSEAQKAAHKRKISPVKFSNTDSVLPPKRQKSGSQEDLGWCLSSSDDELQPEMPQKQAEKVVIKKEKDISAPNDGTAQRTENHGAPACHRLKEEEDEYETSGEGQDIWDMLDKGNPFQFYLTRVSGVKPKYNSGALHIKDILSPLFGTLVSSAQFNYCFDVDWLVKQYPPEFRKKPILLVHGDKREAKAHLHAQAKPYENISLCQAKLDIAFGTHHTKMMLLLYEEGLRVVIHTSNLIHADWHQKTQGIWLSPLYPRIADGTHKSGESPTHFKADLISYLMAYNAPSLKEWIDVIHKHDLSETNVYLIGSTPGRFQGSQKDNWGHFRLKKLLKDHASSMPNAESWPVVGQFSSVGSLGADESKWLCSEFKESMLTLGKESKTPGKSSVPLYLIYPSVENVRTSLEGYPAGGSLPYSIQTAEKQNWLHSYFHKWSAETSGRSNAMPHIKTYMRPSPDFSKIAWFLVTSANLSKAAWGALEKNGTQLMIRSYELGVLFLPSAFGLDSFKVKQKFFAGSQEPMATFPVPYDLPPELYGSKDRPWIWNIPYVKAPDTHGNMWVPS
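E. coli-derived human Tdp1, 1 nM final. Cpd preinc 15 min RT; substrate 15 nM final, 5 min RT; AS bead mix 10 ug/ml final, 10 min RT. Signal loss = tyrosine-FITC cleavage. No-enzyme wells = max signal.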
The depositor's hits bear a star; ? = inconclusive; / = not tested or not shown; & = joins results of further samples; [ ] = another dose, or the depositor's remark. The call rests on the fitted dose curve; in most records, active means well fitted curve in the direction sought with a large enough effect; inconclusive means small, poorly fitted or top-dose-only effect, or another doubt; inactive means no such curve, though single readings can be large; an effect the other way counts as inactive or inconclusive. Unless noted, on the % scale 0 is the no-effect control and ±100 the full control effect; potency means the concentration at half of the fitted maximal effect.

SMILES	FEN1 inhibitor	N370S GC	TDP1 block
O=C(N/N=C/c1ccc(OC(F)F)cc1)c1cccc(S(=O)(=O)N2CCOCC2)c1	3%	5%	0%
Cc1cccc(C(=O)C2CCN(S(=O)(=O)c3cccc(C(=O)O)c3)CC2)c1	6%	-26%	1%
Clc1ccc(CCNC(c2nnc(-c3ccccc3)o2)c2ccccc2Cl)cc1 (stereo not drawn)	5%	/	-2%
O=C(O)c1cc(-c2cccnc2)nc2ccc(Br)cc12	18%	5%	1%
C=CCSc1nnc(NC(=O)c2nc(SCC)ncc2Cl)s1	-13%	19%	8%
COC(=O)c1ccc(Oc2ccc(S(=O)(=O)N3CCCCC3)cc2N)cc1	-13%	-5%	/
Fc1ccc(CNn2cnnc2SCc2ccc(F)cc2)cc1	11%	0%	4%[56.1 µM]
CCOC(=O)N1CCN(C(=O)C2CCC(=O)N(Cc3cccc(C(F)(F)F)c3)C2)CC1 (stereo not drawn)	-2%	1%	3%
COc1cc2c(cc1OC)[C@@H](Cc1ccc(OCCC#N)cc1)N(C)CC2	-3%	-5%	/
Cc1ccc(NC(=O)CN(C)C(=O)c2ccccc2OCc2c(C)noc2C)cc1	4%	-2%	/
CSc1ccc(C(=O)C2CCCN(S(=O)(=O)c3c(C)noc3C)C2)cc1 (stereo not drawn)	-19%	6%	6%
CCOC(=O)C1CCCN(CCSc2ccc(C)cc2)C1 (stereo not drawn)	-1%	-4%	6%
N#C/C(=C\c1ccccc1O)C(=O)Nc1ccccn1	17%	-7%	/
O=C(CN1CCCCCC1)Nc1ccc(F)c(F)c1F	-3%	-2%	1%
CCS(=O)(=O)N1CCN=C1SC(C)c1ccccc1 (stereo not drawn)	21%	-1%	1%
COc1ccc2c(C)cc(SCC#N)nc2c1	-15%	17%	2%
CCn1c(SCC(=O)Nc2sc(C)c(C)c2C#N)nnc1C(C)C	-1%	0%	0%
Cc1cc(C)cc(NC(=O)Cn2cc(S(=O)(=O)NC(C)(C)C)c(S(=O)(=O)NC(C)(C)C)c2)c1	-12%	/	2%
O=c1[nH]nc(Cc2ccc(-c3cccc(Cl)c3)o2)c2ccccc12	6%	1%	0%
CCCNC(=S)Nc1ccc(Cl)cc1Cl	-3%	-2%	-4%
O=C(Nc1nnc(C(F)(F)F)s1)c1c(F)cccc1F	18%	20%	0%
O=C(Nc1ccc2nc3n(c(=O)c2c1)CCCCC3)C(=O)N1CCN(c2ccc(F)cc2)CC1	13%	-4%	5%
CCC1CCCCN1C(=O)COC(=O)COc1ccc(Br)cc1 (stereo not drawn)	-17%	/	1%
Cc1nnsc1C(=O)N1CCCC(Nc2ccc(F)c(F)c2)C1 (stereo not drawn)	-12%	-3%	1%
CCN(CC)S(=O)(=O)c1ccc(/C=C/C(=O)OCC(=O)NC(=O)C2COc3ccccc3O2)cc1 (stereo not drawn)	-5%	/	0%
O=C(NCCC1=CCCCC1)C1CCN(S(=O)(=O)c2ccccc2C(F)(F)F)CC1	6%	-8%	-11%
Cc1ccc(C(=O)Nc2c(C(=O)Nc3ccc(C)c(C)c3)sc3nc(C)cc(C)c23)cc1	-9%	/	2%
Cc1cc(C)nc(SCC(=O)NNC(=O)c2ccccc2C)n1	18%	6%	3%
O=C(COC(=O)c1ccccn1)NCc1ccccc1Cl	5%	-4%	3%
Cc1ccc(NC(=O)c2ccc(=O)[nH]n2)cc1C	0%	?	/
COc1ccccc1-c1cc(C(F)(F)F)nc(S(C)(=O)=O)n1	-3%	9%	2%
N#CCC(=O)NC(=O)NCC1CC1	2%	17%&6%	12%&5%
Cc1cc(C)n(-c2nc(C)c(C)c(=O)n2CC(=O)Nc2ccc([N+](=O)[O-])cc2)n1	-11%	/	3%
COc1ccccc1Nc1nc(-c2cccnc2)cs1	9%	-1%	/
CC(C)(C)C1CCC(=NNC(=O)C(=O)NCc2ccco2)CC1 (stereo not drawn)	0%	5%	2%
Cc1ccc(S(=O)(=O)N2CCOCC2)cc1C(=O)NC(=S)N(Cc1ccccc1)C(C)C	6%	1%	3%
N#Cc1nc(-c2cccs2)oc1N1CCN(c2ccccc2)CC1	3%	2%	-5%
COCCCNC(=O)c1c(NC(=O)c2cc(=O)c3ccccc3o2)sc2c1CCCC2	5%	/	4%
CCCc1nc(NC2CCCCC2)c(C#N)c2c1COC(C)(C)C2	-5%	-5%	-1%
O=C(NC1CC1)c1ccc(C2SCC(=O)N2Cc2ccccc2)cc1 (stereo not drawn)	-2%	-5%	-2%
CCCc1nnc(NC(=O)C2CC(=O)N(CCc3ccc(F)cc3)C2)s1 (stereo not drawn)	0%	0%	5%
Cc1cc(S(=O)(=O)N(Cc2ccc(C(C)(C)C)cc2)Cc2cccs2)ccc1-n1cnnn1	-23%	3%	0%
COc1c(C(C)C)oc2cc3oc(=O)ccc3cc12	-15%	9%&6%	7%&-1%
Cc1ccc(S(=O)(=O)N2CCC(=O)N([C@H](COCc3ccc(C(F)(F)F)cc3)Cc3ccccc3)CC2)cc1	/	7%	0%[96 µM]
O=C(CN(C(=O)CSc1nc2ccccc2o1)c1ccccc1F)NC1CCCCC1	15%	7%	3%
COc1ccc(NC(=O)C2CCCN(S(=O)(=O)c3c(C)[nH]c(=O)[nH]c3=O)C2)cc1Cl (stereo not drawn)	-1%&-9%	-1%	9%&-2%
Cc1ccc(-c2cc(C(=O)Nc3cnn(C(C)C)c3)no2)cc1	-6%	-5%	7%
CN(C)CCCN1C(=O)C(=O)/C(=C(/O)c2ccc(OCc3ccccc3)cc2)C1c1cccnc1 (stereo not drawn)	/	-5%	4%
CN1CCN(C(=O)CNC(=O)Cc2ccc(Cl)cc2)CC1	17%	-5%	3%
COc1ccc(S(=O)(=O)N(C)CC(=O)N2CCOCC2)cc1Cl	-1%	2%	9%
O=C(NC(N1CCOCC1)C(Cl)(Cl)Cl)c1cc([N+](=O)[O-])cc([N+](=O)[O-])c1 (stereo not drawn)	-5%	-8%	6%
COC(=O)Cc1ccc2c3ccccc3n(C)c2c1	-5%	10%	-3%
O=C(CN1C(=O)NC2(CCc3ccccc32)C1=O)c1ccc(Br)s1 (stereo not drawn)	-4%	/	0%[56.1 µM]
O=C(CNCCC1=CCCCC1)Nc1ccccc1N1CCCCC1	-12%	32%	/
CCOC(=O)c1c(CN(CC)CC)n(C)c2cc(Br)c(O)cc12	-8%	-5%	/
Nc1ccc2oc3ccccc3c2c1	-7%	-11%	4%
Cc1ccc(C)c(N2CCN(C(=O)C3CCN(c4nc(C)cc(C)n4)CC3)CC2)c1	-8%	-5%	7%
O=C(NCc1ccco1)/C(=C/c1ccco1)NC(=O)c1ccc(Br)o1	-2%	-4%	-10%
O=C(NCc1nnnn1-c1ccc(F)c(F)c1)c1ccc2c(c1)OCO2	10%	2%	/
CCOc1ncccc1C(=O)OCC(=O)NC(=O)NC(C)C	-12%	-10%	3%

(list continues)
SMILES	FEN1 inhibitor	N370S GC	TDP1 block
O=C(CNc1cccc2ccccc12)N/N=C/c1ccc([N+](=O)[O-])o1	-21%	7%	0%
CCOC(=O)c1ccccc1NC(=O)c1sc2nc3n(c(=O)c2c1C)CCCCC3	-6%	/	-1%
Cc1ccc(NC(=O)OCCNC(=O)OC(C)C)cc1	-1%	-11%	0%
CCCn1c(SCC(=O)Nc2cccc(S(=O)(=O)N3CCCC3)c2)n[nH]c1=O	21%	-1%	3%
Cc1ccc(CC(=O)Nc2ccc(OC(F)F)c(Cl)c2)cc1C	-8%	26%	-1%
CCc1nnc(SCC(=O)NCCC2=CCCCC2)nc1CC	-12%	2%	0%
Cc1cccc(CSc2nnc(-c3ccco3)o2)c1	-14%	-2%	3%
CN(C)S(=O)(=O)c1cccc(NC(=O)CCc2c[nH]c3ccccc23)c1	10%	4%	-2%
COCCNC(=O)CN(C(=O)CCC(=O)Nc1ccccn1)c1cc(C)ccc1C	-12%	3%	4%
COC(=O)c1ccc(/C=C2/C(=O)Oc3ccccc32)cc1	0%	0%	/
CN1CCc2c(OCc3ccc(F)cc3)cccc2C1=O	5%	-13%	-4%
CC1CCCCC1NC(=O)c1ccc(S(=O)(=O)NCC2CCCO2)cc1 (stereo not drawn)	-3%	-5%	-2%
COc1ccc(NC(=O)N2CCOCC2)cc1OC	0%	4%	1%
CC(=O)c1cccc(NC(=O)Cc2ccc(NC(=O)N3CCCCc4ccccc43)cc2)c1	12%	/	7%
OC[C@@H](O)[C@@H](O[C@H]1O[C@H](CO)[C@@H](O)[C@H](O)[C@H]1O)[C@H](O)[C@@H](O)CO	-5%	14%	6%
O=c1c2ccccc2nc(-c2ccc(Cl)cc2Cl)n1CCCn1ccnc1	0%	-21%	4%
COc1ccc(OC2C(=O)N(Cc3ccc4c(c3)OCO4)C2c2cccs2)cc1 (stereo not drawn)	-22%	1%	2%
CN(CC(=O)Nc1cccc(F)c1)C(=O)Cc1n[nH]c(=O)c2ccccc12	-6%	1%	1%
C[C@H](NC(=O)c1ncn(Cc2ccccc2)c1C(=O)N[C@@H](C)c1ccccc1)c1ccccc1	-27%	/	0%
O=c1[nH]cnc2nc[nH]c12	/	4%	-4%
[N-]=[N+]=N[C@@H](CCN1CC[C@H](O)CCC1=O)c1ccccc1	-2%&18%	-19%	/
S=c1[nH]nc(/C=C/c2ccccc2)o1	3%	0%	2%
Cn1c(SCC(N)=O)nnc1-c1ccc(S(=O)(=O)N2CCCC2)cc1	14%	1%	/
O=S1(=O)CC2N=C(N(Cc3ccc(F)cc3Cl)c3ccccc3F)SC2C1 (stereo not drawn)	3%	-4%	0%

Single records, from the list above. Screens in order: FEN1 inhibitor, N370S GC, TDP1 block
CCOC(=O)C1CCCN(CCSc2ccc(C)cc2)C1 (stereo not drawn) is entered as -1%, -4%, 6%
Cc1ccc(-c2cc(C(=O)Nc3cnn(C(C)C)c3)no2)cc1 is entered as -6%, -5%, 7%
COCCCNC(=O)c1c(NC(=O)c2cc(=O)c3ccccc3o2)sc2c1CCCC2 is entered as 5%, /, 4%
O=C(Nc1nnc(C(F)(F)F)s1)c1c(F)cccc1F is entered as 18%, 20%, 0%
COC(=O)c1ccc(Oc2ccc(S(=O)(=O)N3CCCCC3)cc2N)cc1 is entered as -13%, -5%, /

Returning to the listing with the two entries that preceded the break.
SMILES	FEN1 inhibitor	N370S GC	TDP1 block
Cn1c(SCC(N)=O)nnc1-c1ccc(S(=O)(=O)N2CCCC2)cc1	14%	1%	/
O=S1(=O)CC2N=C(N(Cc3ccc(F)cc3Cl)c3ccccc3F)SC2C1 (stereo not drawn)	3%	-4%	0%
CCN(C(=O)COC(=O)CNC(=O)c1ccc(Cl)cc1Cl)c1c(N)n(Cc2ccccc2)c(=O)[nH]c1=O	22%	/	-3%
Cc1occc1C(=O)n1nnc2ccccc21	3%	6%	1%
CCN(Cc1ccccc1)Cc1nnnn1Cc1ccccc1	3%	4%	-1%
COc1ccc(/C(N)=N/OC(=O)Cc2ccc(C)cc2)cc1OC	-23%	2%	3%
CC(C(=O)NC1CCCc2ccccc21)N1CCN(Cc2ccc3c(c2)OCO3)CC1 (stereo not drawn)	-5%	-4%	0%
COc1ccc2cc(C(=O)N3CCN(Cc4ccc5c(c4)OCO5)CC3)[nH]c2c1	-2%	-7%	6%
Cc1noc(C)c1C(=O)OCC(=O)NCCC1=CCCCC1	0%	-8%	-2%
CCC(C)c1ccc(NC(=O)c2c([N+](=O)[O-])cnn2CC)cc1 (stereo not drawn)	-8%	-8%	/
CN(C)S(=O)(=O)Oc1ccsc1C(=O)Nc1cccc(Cl)c1	-1%	21%	-4%
Cc1ccc(NC(=O)C(C)c2ccc(-c3ccccc3)c(F)c2)cc1 (stereo not drawn)	-19%	9%	5%
Cc1ccnc(N2CCC(C(=O)NCc3ccc(F)cc3)CC2)n1	3%	3%	-4%
COC(=O)c1ccc(C2C(C(C)=O)=C(O)C(=O)N2CCO)cc1 (stereo not drawn)	9%	-27%	-6%
NS(=O)(=O)c1ccc(Nc2nc(-c3ccccc3)cs2)cc1	-1%	-7%	8%
Cn1c(N)c(C(=O)COc2ccc(Cl)cc2Cl)c(=O)n(C)c1=O	-3%	8%	-5%
COc1ccc(N2CCN(C(=O)C(C)n3c(=O)cc(C(F)(F)F)c4c(C)nn(C)c43)CC2)cc1 (stereo not drawn)	15%	/	6%
CCn1cc(Br)c(C(=O)NCc2ccco2)n1	-11%	14%	0%
CCOc1cccc(NC(=O)/C(C#N)=C\c2cccnc2)c1	-1%	3%	-7%
CN(CC(=O)Nc1ccc(Br)cc1)S(=O)(=O)c1cccc2nsnc12	3%	/	5%
COc1ccc(C(=O)C2CCCN(Cc3cccn3-c3ccc(Cl)cn3)C2)c(OC)c1 (stereo not drawn)	-17%	12%	-5%
O=Cc1ccc(-c2ccccc2OC(F)(F)F)o1	-3%	3%	1%
